Screens as filed in PubChem BioAssay.
LRH-1 inv ag = LRH-1 (NR5A2) inverse agonists, primary screen, cell-based, luminescence, HEK293T, StAR-luciferase reporter | Nuclear receptor subfamily 5 group A member 2 (Homo sapiens), O00482 | LRH-1 transfected, 24 h | inhibition, % at 3.6 µM | hit rate 0.13% among 360,000 | AID 602396, 2012;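 active = inhibition above the mean inhibition of all tested compounds plus 3 SD, cut at about 73% in these data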;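 also: 0% = DMSO wells and 100% = reporter-only cells lacking LRH-1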
Target sequence (O00482 whole entry, looked up): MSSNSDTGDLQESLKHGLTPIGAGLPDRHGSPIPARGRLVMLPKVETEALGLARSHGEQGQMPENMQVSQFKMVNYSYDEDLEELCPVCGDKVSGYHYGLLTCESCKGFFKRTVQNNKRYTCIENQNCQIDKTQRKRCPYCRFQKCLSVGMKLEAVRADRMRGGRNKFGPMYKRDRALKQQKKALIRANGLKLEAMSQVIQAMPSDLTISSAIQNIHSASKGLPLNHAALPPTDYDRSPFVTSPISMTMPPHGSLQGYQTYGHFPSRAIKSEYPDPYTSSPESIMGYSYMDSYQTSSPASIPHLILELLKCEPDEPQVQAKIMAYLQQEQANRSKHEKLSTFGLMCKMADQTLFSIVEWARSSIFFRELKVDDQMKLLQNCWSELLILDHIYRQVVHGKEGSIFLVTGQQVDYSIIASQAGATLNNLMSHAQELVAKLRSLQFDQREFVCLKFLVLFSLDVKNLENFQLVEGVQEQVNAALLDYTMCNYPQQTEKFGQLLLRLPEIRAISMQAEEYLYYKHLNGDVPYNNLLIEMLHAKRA
SRC3 inh = SRC3 coactivator transcriptional activity inhibitors, primary screen, cell-based, luminescence | HEK293 GAL4-SRC3 luciferase reporter | inhibition, % at 3.6 µM | hit rate 0.17% among 360,000;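 active = inhibition above a per-campaign cutoff, the mean of all compounds plus 3 SD, cut at about 60% in these data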;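 also: 0% = DMSO-treated cells and 100% = gossypol-treated cells at 36 µM; higher means less SRC3-driven luciferase light from the GAL4 reporter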
LMP1 NFkB inh = EBV LMP1-driven NF-kappaB luciferase reporter inhibitors, primary screen, cell-based, luminescence, single point. AID 504558, 2011. inhibition, % at 12.5 µM. LMP1-induced NF-kappaB luciferase reporter cells. hit rate 0.69% among 350,000; in the data active = inhibition above about 41%;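 also: 0% = neutral control wells and 100% = reference inhibitor control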
NCOA1 inh = SRC1 coactivator transcriptional activity inhibitors, primary screen, cell-based, luminescence. HEK293 GAL4-SRC1 luciferase reporter. hit rate 0.12% among 360,000. Nuclear receptor coactivator 1 (Homo sapiens), Q15788. inhibition, % at 3.6 µM;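 active = inhibition above the campaign mean plus 3 SD, with each screening campaign given its own cutoff, cut at about 60% in these data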;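 also: 0% = DMSO treated cells and 100% = gossypol at 36 µM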
ABHD5-PLIN5 inh = ABHD5-PLIN5 interaction inhibitors, primary screen, cell lysate, split luciferase complementation, luminescence | Split G. princeps luciferase complementation, 4 h | hit rate 0.78% among 360,000 | inhibition, % at 4 µM;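 active = inhibition above the mean inhibition across every tested compound plus 3 SD, cut at about 22% in these data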;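 also: 0% = DMSO only wells and the 100% control is not disclosed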
MC4R antag cAMP = MC4R antagonists of cAMP signaling, primary screen, cell-based, TR-FRET, antagonist arm of biased-ligand search | Melanocortin receptor 4 (Homo sapiens), P32245 | MC4R-expressing cells, MTII-stimulated cAMP, LANCE TR-FRET | inhibition, % at 6.5 µM | hit rate 0.48% among 360,000 | AID 540295, 2011;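 active = inhibition above its plate's cutoff, the mean of tested wells on that plate plus 3 SD, cut at about 29% in these data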;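 also: 0% = Melanotan II alone and 100% = Melanotan II plus saturating MCL0020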
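Test system: U2OS cells stably expressing human melanocortin 4 receptor (MC4R); also added: Melanotan II challenge; compound: 6.5 µM single dose; timing: 30-min compound preincubation, 1-h Melanotan II challenge, 1-h detection, room temperature; signal: Eu-cAMP/anti-cAMP TR-FRET, emission 671 nm; repeats: one well per compound, no replicates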
MC4R ag barr = MC4R agonists recruiting beta-arrestin, primary screen, cell-based, luminescence, agonist arm of biased-ligand search. Melanocortin receptor 4 (Homo sapiens), P32245. U2OS MC4R beta-arrestin complementation; percent of melanotan II response, DMSO zero. activation, % at 8.9 µM. hit rate 0.98% among 360,000. AID 540308, 2011;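 active = activation above a per-plate cutoff, the mean activation of sample wells on that plate plus 3 SD, cut at about 8% in these data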
TLR9-MyD88 block = inhibitors of TLR9-MyD88 association in cells, primary screen, cell-based, CHO, BLA complementation, fluorescence | Toll-like receptor 9 (Homo sapiens) + Myeloid differentiation primary response protein … | CCF4 FRET ratio | inhibition, % at 4.98 µM | hit rate 0.21% among 340,000 | AID 504734, 2011;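 active = inhibition above the mean over all tested compounds plus 3 SD, cut at about 21% in these data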;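 also: 0% = DMSO only wells and 100% = clavulanate BLA inhibitor control wells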
NOD2-RIPK2 inh = NOD2-RIPK2 binding disruptors in cells, primary screen, fluorescence, CHO cells, BLA complementation. Receptor-interacting serine/threonine-protein kinase 2 (Homo sapiens), O43353. CCF4 ratio. inhibition, % at 4.98 µM. hit rate 0.38% among 360,000. AID 624267, 2012; in the data active = inhibition above about 21%;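 also: 0% = vehicle only and 100% = reference blocker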
NR2F2 inh = NR2F2 transcriptional activity inhibitors, primary screen, cell-based, luciferase reporter, HEK293T, luminescence. COUP transcription factor 2 (Homo sapiens), P24468. HEK293T NGFI-A luciferase reporter. inhibition, % at 8.6 µM. hit rate 0.7% among 370,000. AID 686940, 2013;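 active = inhibition above a per-plate cutoff, mean inhibition of test wells between control levels plus 3 SD, cut at about 38% in these data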;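 also: cells cotransfected with COUP-TFII expression vector driving the NGFI-A reporter; 0% = median of COUP-TF2 test wells and 100% = reporter-only cells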
Target sequence (P24468 whole entry, looked up): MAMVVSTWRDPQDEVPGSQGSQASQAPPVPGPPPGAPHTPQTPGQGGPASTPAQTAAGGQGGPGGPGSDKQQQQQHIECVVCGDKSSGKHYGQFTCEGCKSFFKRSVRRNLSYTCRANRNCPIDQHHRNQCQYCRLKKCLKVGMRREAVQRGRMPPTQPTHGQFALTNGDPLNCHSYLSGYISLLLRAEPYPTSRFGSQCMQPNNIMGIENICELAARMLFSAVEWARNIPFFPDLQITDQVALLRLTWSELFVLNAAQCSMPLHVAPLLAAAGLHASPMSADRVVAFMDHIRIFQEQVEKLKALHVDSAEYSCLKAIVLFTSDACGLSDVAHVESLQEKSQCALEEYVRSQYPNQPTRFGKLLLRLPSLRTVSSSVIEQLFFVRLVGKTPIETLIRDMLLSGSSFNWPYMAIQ
SRC2 inh = inhibition of GAL4-SRC2 driven luciferase reporter, primary screen, SRC2 inhibitor project, cell-based, luminescence; Nuclear receptor coactivator 2 (Homo sapiens), Q15596; HEK293 GAL4-SRC2 luciferase reporter; inhibition, % at 9 µM; hit rate 0.17% among 370,000;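 active = inhibition above the mean inhibition of all tested compounds plus 3 SD, set per campaign, cut at about 52% in these data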;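 also: 0% = DMSO treated cells and 100% = cells given Gossypol at 36 µM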
* = called active by the depositor; x = no result given. A portion of the library (hit frequency here may not be typical).

SMILES	LRH-1 inv ag	SRC3 inh	LMP1 NFkB inh	NCOA1 inh	ABHD5-PLIN5 inh	MC4R antag cAMP	MC4R ag barr	TLR9-MyD88 block	NOD2-RIPK2 inh	NR2F2 inh	SRC2 inh
CN1CCN(C(=O)C2CCCN(S(=O)(=O)c3ccccc3)C2)CC1 (configuration not stated)	-12	-16	5	-2	-2	6	0.4	2	-6	-6	2
Cc1ccc(Nc2cc(=O)n(C)c(=O)[nH]2)cc1C	20	3	-6	-8	-1	-6	0.3	3	-10	1	2
CC(=O)Oc1cccc(C2C3=C(CC(C)(C)CC3=O)Nc3ccccc3N2C(C)=O)c1 (configuration not stated)	9	6	-1	10	7	-1	-0.5	-12	-6	-2	11
O=C(CC1S/C(=N/N=C/c2c[nH]c3ccccc23)NC1=O)Nc1ccccc1 (configuration not stated)	3	9	-11	-3	23*	9	0.3	-10	1	-14	8
CSc1ncccc1C(=O)Nc1nc2ccc(S(C)(=O)=O)cc2s1	22	8	13	-10	2	0	-1.9	-10	11	-4	-8
O=C(NCCN1CCOCC1)Nc1ccc(Cl)cc1Cl	-4	-1	3	-18	-7	-6	2.5	-1	-4	-16	-1
CCCCNS(=O)(=O)c1ccc2nc(-c3cccnc3)cc(C(=O)NC(C)C)c2c1	4	-11	0	-7	1	4	0.1	-7	7	7	-12
CN(N)C(=S)Nc1ccc(Cl)cc1	8	6	3	13	-5	4	-1.4	-7	4	8	21
Cn1c2ccccc2c(=O)c2c(O)cccc21	-5	13	-3	5	-3	12	-1.1	-12	-14	-22	-30
O=C(Cn1c(Cn2c(-c3cnccn3)nc3ccccc32)nc2ccccc21)c1ccc(OC(F)(F)F)cc1	15	x	x	x	0	x	x	x	2	-9	7
Cc1cccnc1NC(=O)c1cccc(S(=O)(=O)NCc2ccccc2)c1	6	2	-6	25	3	13	-3.6	6	-2	-6	-5
CC(C)Sc1nnc(NC(=O)C2CC2)s1	-42	-20	-12	-19	-4	6	-0.1	0	4	-29	-33
COc1ccc2c(c1)c1ncn(CCN3CCCC3)c(=O)c1n2C	3	8	-3	8	3	1	-0.9	8	-10	-16	-1
Cc1cc(S(=O)(=O)N2CCCC2)ccc1OCC(=O)Nc1ccccc1	11	8	11	-14	0	7	0.4	3	-11	-1	-34
COc1ccc(CN([C@H](CO)CC(C)C)S(=O)(=O)N(Cc2ccccc2)[C@H](CO)CC(C)C)cc1	5	13	3	-20	2	16	1.8	-1	-7	17	15
CCOC(=O)c1nsnc1NCCSC(=N)N	8	3	5	10	-4	4	-1.1	-3	-11	-3	-3
COc1ccc(-c2c(-c3ccccc3)n(C)c3ccccc23)cc1	-32	5	9	-3	-6	10	-1.3	3	2	-9	13
N#Cc1ccsc1NC(=O)COC(=O)c1cc2ccccc2cc1O	-67	-40	-5	-46	-7	6	4.6	-1	4	-19	-43
Cc1ccc(C(CNS(=O)(=O)c2ccc([N+](=O)[O-])cc2)N2CCN(C)CC2)cc1 (configuration not stated)	4	11	-10	-27	-7	-2	-1.9	-6	10	-1	-8
CC12CC(NC(=O)N1CCc1ccccc1)c1cc(Cl)ccc1O2 (configuration not stated)	16	19	8	-8	0	10	2.1	4	3	2	-35

An excerpt from above in order of their number in LRH-1 inv ag, rising.
SMILES	LRH-1 inv ag	SRC3 inh	LMP1 NFkB inh	NCOA1 inh	ABHD5-PLIN5 inh	MC4R antag cAMP	MC4R ag barr	TLR9-MyD88 block	NOD2-RIPK2 inh	NR2F2 inh	SRC2 inh
N#Cc1ccsc1NC(=O)COC(=O)c1cc2ccccc2cc1O	-67	-40	-5	-46	-7	6	4.6	-1	4	-19	-43
Cn1c2ccccc2c(=O)c2c(O)cccc21	-5	13	-3	5	-3	12	-1.1	-12	-14	-22	-30
COc1ccc2c(c1)c1ncn(CCN3CCCC3)c(=O)c1n2C	3	8	-3	8	3	1	-0.9	8	-10	-16	-1
Cc1ccc(C(CNS(=O)(=O)c2ccc([N+](=O)[O-])cc2)N2CCN(C)CC2)cc1 (configuration not stated)	4	11	-10	-27	-7	-2	-1.9	-6	10	-1	-8
COc1ccc(CN([C@H](CO)CC(C)C)S(=O)(=O)N(Cc2ccccc2)[C@H](CO)CC(C)C)cc1	5	13	3	-20	2	16	1.8	-1	-7	17	15
CC(=O)Oc1cccc(C2C3=C(CC(C)(C)CC3=O)Nc3ccccc3N2C(C)=O)c1 (configuration not stated)	9	6	-1	10	7	-1	-0.5	-12	-6	-2	11
Cc1cc(S(=O)(=O)N2CCCC2)ccc1OCC(=O)Nc1ccccc1	11	8	11	-14	0	7	0.4	3	-11	-1	-34

(more compounds)
SMILES	LRH-1 inv ag	SRC3 inh	LMP1 NFkB inh	NCOA1 inh	ABHD5-PLIN5 inh	MC4R antag cAMP	MC4R ag barr	TLR9-MyD88 block	NOD2-RIPK2 inh	NR2F2 inh	SRC2 inh
Cc1nn(Cc2ccc(Cl)c(Cl)c2)c(C)c1NC(=O)c1sc2ccccc2c1Cl	37	-2	5	-9	-3	-8	-1.1	3	-1	7	1
CC/C(=N/N=C(\CC)c1ccccc1)c1ccccc1	2	-3	5	-51	-4	17	-0.7	1	1	7	-50
O=C1CC(C(F)(F)C(F)(F)C(F)(F)C(F)(F)F)=Nc2ccccc2N1	8	19	-2	4	-12	-8	5.7	-9	25*	8	-4
C1=C(c2cn(-c3nc4ccccc4s3)nn2)CCCC1	-154	x	x	x	-7	x	x	x	-10	-60	-19
Cc1cccc(Oc2cnn(C(C)(C)C)c(=O)c2Cl)c1	6	4	3	6	-6	6	8.8*	-13	-5	16	21
CCCCNC(=O)CCCn1c(=S)[nH]c2cc3c(cc2c1=O)OCO3	5	3	26	-1	3	9	0.1	-2	2	3	-18
CCOc1cc(S(=O)(=O)n2nc(C)cc2C)ccc1Br	5	5	-2	10	1	4	-0.9	-11	4	14	-10
NC(=S)NC(=O)c1ccccc1	2	-41	1	-21	6	1	-1.5	-8	-3	-16	-10
COc1ccccc1NC(=S)N(CCCN1CCOCC1)Cc1ccccn1	-5	4	-2	12	-4	-1	2.3	-7	-16	-6	-9
CCC(C)(C)n1nnnc1C(c1cc2cc(C)ccc2[nH]c1=O)N1CCCC1 (configuration not stated)	-14	0	5	-25	-3	4	-0.7	-4	0	7	-7
CCc1nnc(SCC(=O)Nc2nc(C)c(C(=O)N(C)C)s2)n1CC	10	10	-1	5	-2	4	-3.0	5	-15	-13	-6
Cc1cc(C)n2nc(C(=O)OCC(=O)N(C)C3CCCCC3)nc2n1	-17	1	-2	-1	-1	6	-1.8	4	-4	4	-8
CC(C)CC(=O)N1CCN(c2ccc(NC(=O)c3ccco3)cc2)CC1	-10	7	-2	3	1	0	-1.6	-9	-19	13	-3
COC(CCN(C)C)(c1ccccc1)c1ccccc1	-27	7	-17	12	4	5	1.1	0	-6	-1	-17
CO/N=C/c1cccn1-c1nccc(N(C)C)c1C#N	7	0	-6	2	-2	1	-1.5	x	-8	7	-31
CCOC(=O)NNC1CC(=O)N(c2ccc(OC)cc2)C1=O (configuration not stated)	3	-4	4	4	10	1	-1.1	2	1	5	1
O=C(/C=C/c1ccccc1)N1CCN(c2cccc(Cl)n2)CC1	-8	7	3	-22	-5	0	-0.5	8	-2	1	0
CON(C)S(=O)(=O)c1cccc(C(=O)NC2CCSc3ccccc32)c1 (configuration not stated)	15	-6	-2	-10	-3	4	0.5	3	-10	9	-5
CC(=O)NS(=O)(=O)c1ccc(NC(=O)NC2CCCCC2)cc1	4	11	-7	-14	1	2	-0.7	-3	0	-7	1
Cc1ccc(-c2nc(=S)c3c(n2CC2CCCO2)CC(C)(C)OC3)cc1 (configuration not stated)	6	3	8	-14	-13	4	0.3	7	-1	9	3
O=C(CC1CCCCC1)c1c(O)c2ccccc2oc1=O	-11	-16	-3	-15	-9	8	-0.6	-1	-1	-2	-6
O=S(=O)(/N=C(/c1ccccc1)N1CCOCC1)c1ccc(Br)cc1	-3	7	-9	-36	-1	11	-2.5	7	-4	-20	-5
OCC1C2c3ccccc3C(c3ccccc32)C1CO (configuration not stated)	-2	4	2	6	0	3	-4.5	-9	-9	0	5
CCOc1cc(/C=C2/C(=N)N3OC(C)=CC3=NC2=O)ccc1OC(=O)c1ccco1	26	19	3	22	12	-11	1.4	0	-7	0	16
Cc1nn(C(C)C(=O)N2CCc3ccccc32)c(C)c1[N+](=O)[O-] (configuration not stated)	7	5	0	-9	-3	2	0.8	-2	-6	-2	25
Cc1ccc(S(=O)(=O)Nc2cccc(C(=O)NCc3ccc(S(N)(=O)=O)cc3)c2)cc1	4	-4	4	-1	-1	-1	-1.2	-5	-3	-13	-4
CCN(C(=O)CCS(=O)(=O)c1cc2c(cc1Cl)NC(=O)CO2)c1ccccc1	19	12	-11	-2	3	15	-2.0	5	6	-3	-6
CCS(=O)(=O)N1CCCC(C(=O)NCCN(C)Cc2ccccc2)C1 (configuration not stated)	13	18	0	1	1	12	-0.5	-19	-2	6	1
COc1ccc(-c2nnnn2-c2ccc(F)cc2F)cc1	7	1	5	8	3	-6	-1.3	-2	-10	-3	23
CN(C)N1C(N)=C(C#N)C(c2ccsc2)C2=C1CC(C)(C)CC2=O (configuration not stated)	9	23	4	-5	0	4	-1.1	-4	-4	6	1
